Assay outcomes: PubChem, several laboratories
RORa activator = activators of orphan receptor RORA, primary screen, cell-based, luminescence; Nuclear receptor ROR-alpha (Homo sapiens), P35398; CHO-K1 Gal4-RORA LBD luciferase reporter; percent increase over mock-subtracted basal signal; activation, % at 10 µM; 65,000 tested, 1.5% active; AID 560, 2006;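 active means activation above the mean of all tested compounds plus 3 SD, cut at about 49% in these data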;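 further: 0% = DMSO-treated RORA cells and 100% = added signal equal to DMSO minus mock-transfected cells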
CatB block = human cathepsin B inhibitors, primary screen, biochemical, fluorogenic substrate | inhibition, %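 (tested at 10 µM)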 | P07858 | purified cathepsin B, fluorescence | AID 453, 2006 | 63,000 tested, 0.1% active; in the data active means inhibition above about 21%;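 further: 0% = enzyme with no compound and 100% = no enzyme blank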
PKA kinase inh = inhibitors of human PKA kinase activity, primary screen, biochemical, ATP-depletion luminescence, Kemptide substrate. 65,000 tested, 0.1% active. cAMP-dependent protein kinase catalytic subunit alpha (Homo sapiens), P17612. PKA Kemptide phosphorylation, Kinase-Glo ATP luminescence. inhibition, % at 6 µM;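 active means inhibition above the screen-wide mean inhibition plus 3 SD, cut at about 21% in these data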; further: many of its hits are not listed in these tables
ROCK2 blocker = inhibitors of human ROCK2 kinase, primary screen, biochemical, high-throughput, luminescence | purified ROCK2, Kinase-Glo ATP depletion luminescence | Rho-associated protein kinase 2 (Homo sapiens), O75116 | 60,000 tested, 0.35% active | inhibition, % at 6 µM;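 active means inhibition above the screen-wide mean inhibition plus 3 SD, cut at about 18% in these data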;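 further: plate controls were DMSO wells for no effect and Y-27632 control wells after no-enzyme background subtraction for full effect; many of its hits are not listed in these tables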
E coli RNAP = E. coli RNAP inhibitors, biochemical. DNA-directed RNA polymerase subunit beta (Escherichia coli (strain K12)), P0A8V2. E. coli RNA polymerase, fluorescence transcription assay. inhibition, %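 (tested at 10 µM)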. 62,000 tested, 0.2% active. AID 559, 2006; in the data active means inhibition above about 20%;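 further: 0% = enzyme without compound and 100% = no enzyme blank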
Target sequence (P0A8V2 whole entry, looked up): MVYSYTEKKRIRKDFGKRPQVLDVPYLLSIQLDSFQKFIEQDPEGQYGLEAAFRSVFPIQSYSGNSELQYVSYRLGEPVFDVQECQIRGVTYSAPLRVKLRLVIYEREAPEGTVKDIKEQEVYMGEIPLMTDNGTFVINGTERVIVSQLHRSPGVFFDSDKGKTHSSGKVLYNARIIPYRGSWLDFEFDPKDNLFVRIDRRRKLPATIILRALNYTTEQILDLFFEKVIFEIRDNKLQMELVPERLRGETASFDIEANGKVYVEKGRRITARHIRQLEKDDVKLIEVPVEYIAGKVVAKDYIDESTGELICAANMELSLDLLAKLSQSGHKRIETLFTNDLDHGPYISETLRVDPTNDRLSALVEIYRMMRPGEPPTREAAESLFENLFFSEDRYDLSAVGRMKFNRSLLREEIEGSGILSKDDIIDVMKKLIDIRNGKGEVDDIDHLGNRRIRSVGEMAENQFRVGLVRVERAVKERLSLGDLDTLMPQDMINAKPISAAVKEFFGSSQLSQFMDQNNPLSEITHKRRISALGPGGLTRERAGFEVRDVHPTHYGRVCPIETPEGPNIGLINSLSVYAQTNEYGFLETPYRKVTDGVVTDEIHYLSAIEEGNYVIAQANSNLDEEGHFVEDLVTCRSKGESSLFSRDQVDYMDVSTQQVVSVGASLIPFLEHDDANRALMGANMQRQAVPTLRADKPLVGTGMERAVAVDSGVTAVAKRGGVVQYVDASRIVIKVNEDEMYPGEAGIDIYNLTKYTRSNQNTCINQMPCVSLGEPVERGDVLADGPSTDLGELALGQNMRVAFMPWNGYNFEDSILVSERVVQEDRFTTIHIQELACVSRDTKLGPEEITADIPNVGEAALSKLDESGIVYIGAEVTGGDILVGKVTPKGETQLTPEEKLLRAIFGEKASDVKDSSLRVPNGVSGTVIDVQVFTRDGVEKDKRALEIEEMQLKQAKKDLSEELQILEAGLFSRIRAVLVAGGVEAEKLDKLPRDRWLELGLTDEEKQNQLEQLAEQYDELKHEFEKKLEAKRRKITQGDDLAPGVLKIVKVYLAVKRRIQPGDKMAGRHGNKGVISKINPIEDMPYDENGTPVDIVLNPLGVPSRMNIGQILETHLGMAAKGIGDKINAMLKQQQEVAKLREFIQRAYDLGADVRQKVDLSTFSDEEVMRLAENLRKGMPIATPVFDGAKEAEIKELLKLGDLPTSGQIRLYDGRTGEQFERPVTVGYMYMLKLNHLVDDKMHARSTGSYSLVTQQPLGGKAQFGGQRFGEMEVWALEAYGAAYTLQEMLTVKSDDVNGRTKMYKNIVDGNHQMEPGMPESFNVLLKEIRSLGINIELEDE
JNK3 inh = JNK3 kinase activity inhibitors, primary screen, biochemical, human, purified enzyme; inhibition, % at 8 µM; 60,000 tested, 0.61% active; Mitogen-activated protein kinase 10 (Homo sapiens), P53779; AID 746, 2007; HTS; in the data active means inhibition above about 17%;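 further: 0% = DMSO and 100% = reference inhibitor; many of its hits are not listed in these tables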
AP complement = alternative complement pathway inhibitors, primary screen, biochemical, ELISA, human serum, orthogonally pooled compounds. LPS-coated ELISA, C3 deposition; tested in compound mixtures. inhibition, % at 5 µM. 62,000 tested, 0.08% active. AID 1235, 2008;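 active means inhibition above 30% in each of the two pooled mixtures holding the compound, so the lower value exceeds 30%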;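 further: 0% = serum in Mg-EGTA without compound and 100% = EDTA serum blank; some compounds past the cut are filed as inactive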
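Test system: human serum alternative complement pathway, C3 deposition on LPS-coated wells; also added: Plate-bound LPS; doses: 5 µM per compound in ten-compound mixtures; schedule: 1 h at 37 °C; detection: Anti-C3 ELISA, OD 450 nm; evaluation: percent inhibition of C3 deposition onto LPS; repeats: two pool placements per compound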
CatB mix inh = cathepsin B inhibitors from pooled compounds, primary screen, biochemical, compound mixtures, AMC fluorescence; AID 488, 2006; 62,000 tested, 0.06% active; inhibition, %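 (ten-compound pools at 5 µM per compound and 50 µM total)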; Purified cathepsin B, AMC dipeptide fluorescence; in the data active means inhibition above about 22%, passing the limit was not always enough;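 further: 0% = enzyme without compound and 100% = no enzyme blank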
CatS inh = inhibitors of human cathepsin S, biochemical, compound mixtures; P25774; recombinant cathepsin S, AMC dipeptide fluorescence, pooled mixtures; inhibition, %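 (tested at 5 µM per compound within 10-compound mixtures)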; 62,000 tested, 0.06% active; AID 501, 2006; in the data active means inhibition above about 32%, passing the limit was not always enough;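 further: 0% = enzyme without compound and 100% = blank without enzyme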
The depositor's hits bear a star; . = not tested or not shown. The list is partial. The share of hits here may be higher or lower than overall.

SMILES	RORa activator	CatB block	PKA kinase inh	ROCK2 blocker	E coli RNAP	JNK3 inh	AP complement	CatB mix inh	CatS inh
Cc1ccc(-c2nn(C)c(=O)c3ccccc23)cc1S(=O)(=O)N1CCCC1	-5	2	-6	-1	9	-1	14	3	2
CCn1c(=O)cc(SCC(=O)NCCCN2CCN(c3ccc(F)cc3)CC2)c2ccccc21	1	8	6	.	7	.	-1	7	12
COc1cc(OC)c(-c2nn3c(-c4cccnc4)nnc3s2)cc1OC	-18	-2	-4	2	0	-3	-4	1	-4
CCOC(=O)C1CCN(C(=O)CN(c2ccc(OC)cc2)S(=O)(=O)c2c(C)noc2C)CC1	9	0	6	6	-1	7	16	0	-13
Cc1cc(C)n2cc(CSc3nnc(N)s3)nc2n1	6	2	-1	2	-3	12	-1	0	-5
CCOc1ccc2c(c1)N(C(=O)CN1C(=O)CCC1=O)C(C)(C)C=C2C	-6	3	10	6	12	-5	11	2	-1
CCOC(=O)C1CCN(C(=O)Cc2c(F)cccc2Cl)CC1	1	6	4	1	6	1	17	6	7
COC(=O)c1oc2ccc(OC)cc2c1N	4	0	1	0	6	7	11	2	-20
Cc1nc2cc(NC(=O)N3CCC(c4ccccc4)C3)ccc2n1C (stereo not given)	7	4	3	-2	12	-1	0	6	12
COc1ccccc1NC(=O)COc1ccc(C(=O)OCC(=O)N2CCCC2=O)cc1OC	-5	-1	10	6	8	1	7	1	7
O=C(CSc1n[nH]c(-c2ccncc2)n1)c1ccccc1	0	-2	43*	105*	4	-4	-2	-2	0
CC(C)c1ccc(-c2nc(N3CCCC3)nc3n[nH]c(N)c23)cc1	48	-4	7	.	6	.	-4	-7	1
CCC(C)NC(=O)CSC1=Nc2ccccc2C2=NC(CC(=O)NCc3ccc(F)cc3)C(=O)N12 (stereo not given)	7	5	14	7	-2	-4	11	3	0
Cc1oc(-c2ccccc2F)nc1CS(=O)(=O)CC(=O)N1CCN(Cc2ccccc2)CC1	-8	-3	-4	-2	4	-5	16	5	-7
COc1ccc(CC(=O)Nc2c3c(nn2-c2cccc(Cl)c2)CS(=O)C3)cc1 (stereo not given)	6	3	9	3	5	4	11	6	-4
O=C(NCC1CCCO1)c1ccc(NC(=O)C2CCCCC2C(=O)O)cc1 (stereo not given)	-4	-2	2	5	8	5	-1	4	5
Cc1ccc(-c2cc(C(F)(F)F)n3nc(C(=O)N4CCCC4)cc3n2)cc1	-8	3	1	0	3	-7	19	-6	-4
COc1ccc(C(=O)NCc2nnc(SCC(=O)NCc3ccc(F)cc3)o2)cc1	-5	-1	6	.	6	.	20	1	5
C=CCN1C(=O)C(O)(CC(=O)c2ccc(N)cc2)c2ccccc21 (stereo not given)	11	6	6	.	6	.	18	6	5
O=C(Cc1c(F)cccc1Cl)c1ccc(O)cc1O	-4	-3	-3	3	2	1	13	0	-7
Cc1cccc2cc(CN(CCCN3CCOCC3)Cc3nnnn3C(C)(C)C)c(=O)[nH]c12	8	2	3	3	4	3	23	3	0
O=C(CSc1nnc(Cc2ccccc2)o1)N1CCOCC1	-7	2	0	1	5	4	11	0	1
CC(NS(=O)(=O)c1ccc(Br)cc1)C(N)=O (stereo not given)	16	.	1	3	.	3	8	-2	0
Oc1c(CN2CCCCC2)cc(Br)c2cccnc12	11	-3	3	4	0	7	2	-3	-3
Cc1cccc(OCC(=O)N2CCN(C(=O)Cc3ccccc3)CC2)c1	27	0	6	3	10	7	0	0	-7

Reformatted in CSV form: 3 of the compounds above.
Structure,RORa activator,CatB block,PKA kinase inh,ROCK2 blocker,E coli RNAP,JNK3 inh,AP complement,CatB mix inh,CatS inh
O=C(NCC1CCCO1)c1ccc(NC(=O)C2CCCCC2C(=O)O)cc1 (stereo not given),-4,-2,2,5,8,5,-1,4,5
Cc1oc(-c2ccccc2F)nc1CS(=O)(=O)CC(=O)N1CCN(Cc2ccccc2)CC1,-8,-3,-4,-2,4,-5,16,5,-7
C=CCN1C(=O)C(O)(CC(=O)c2ccc(N)cc2)c2ccccc21 (stereo not given),11,6,6,.,6,.,18,6,5

Next section
SMILES	RORa activator	CatB block	PKA kinase inh	ROCK2 blocker	E coli RNAP	JNK3 inh	AP complement	CatB mix inh	CatS inh
c1cc(N2CCCC2)ccc1C(c1nnnn1C1CCCCC1)N1CCOCC1 (stereo not given)	-18	8	-8	-12	2	-9	-17	8	13
CCCSc1nc2c(c(=O)n(C)c(=O)n2C)n1Cc1ccc(C)cc1	-8	-1	-5	3	7	1	-3	4	-6
O=c1c2c3nc4ccccc4nc3n(-c3ccc4c(c3)OCCO4)c2ncn1CC1CCCO1 (stereo not given)	-10	2	2	6	13	-1	15	3	12
COc1ccc(OC)c(C2CC(=O)NC(SC)=C2C#N)c1 (stereo not given)	-13	1	7	6	4	1	-5	2	10
Cc1cc(NC(=O)CSc2nc3c([nH]c4ccccc43)c(=O)n2-c2cccc(C(F)(F)F)c2)no1	20	-3	4	.	4	.	7	7	1
CCN(CC)S(=O)(=O)c1ccc(NC(=O)CN(c2ccc(OC)cc2OC)S(C)(=O)=O)cc1	12	-5	10	6	3	3	18	6	1
Cc1cc(C(F)F)n2nc(C(=O)Nc3ccc(F)cc3F)nc2n1	1	-1	8	3	.	5	-5	1	0
Cc1cccc(OCc2nnc(SCC(=O)NCCc3ccccc3)o2)c1	-12	0	4	2	-4	1	-8	-2	-6
CCC(=O)Nc1c2c(nn1-c1ccccc1C)CSC2	-15	1	13	7	3	3	3	1	11
CCN1C(=O)/C(=c2\o/c(=C3\C=Cc4ccccc4N3CC)c(=O)n2CC)SC1=S	-20	0	1	0	4	4	21	-4	-7
COc1ccc(/C(O)=C2\C(=O)C(=O)N(c3cc(C)on3)C2c2ccccc2OC)cc1C (stereo not given)	-15	4	1	2	-15	2	.	.	.
CC(C)n1nnnc1SCC(=O)NCc1cccs1	10	-4	11	5	2	2	-1	5	13
CCCn1nc(C(=O)NCCc2ccc(S(N)(=O)=O)cc2)c2ccccc2c1=O	-18	5	-5	0	9	-7	0	6	12
Cc1ccc(NC(=O)CN(c2cc(C)cc(C)c2)S(=O)(=O)c2c(C)noc2C)nc1	36	-1	-4	1	0	-5	8	4	9
O=C(Nc1ccccc1)N1CCN(Cc2ccc3c(c2)OCO3)CC1	19	1	7	3	0	4	21	1	-3
CCOc1ccc(N2C(=O)CC(N(O)c3ccccc3)C2=O)cc1 (stereo not given)	-16	0	4	5	5	-2	19	3	-14
O=c1nc2n(c3c4c(sc13)CCC4)CCC2	2	0	7	4	0	-4	14	1	6
O=C(NCc1ccco1)C1CCC(CNS(=O)(=O)c2cccc3cccnc23)CC1 (stereo not given)	-3	-1	-9	-3	1	2	14	0	-2
Oc1c(Cl)cc(Cl)c2c1NCCC2	8	1	7	1	7	2	4	4	8
COc1ccc(N2CCN(C(=O)CCCC3=NS(=O)(=O)c4ccccc4N3)CC2)cc1	2	5	-1	-2	1	-5	7	0	15
CCOc1ccccc1OCc1nn2c(-c3ccc(C)cc3)nnc2s1	7	-3	8	10	10	-6	-1	5	4
CC1=C(C(=O)OC2CCCCC2)C(c2cccnc2)n2nnnc2N1 (stereo not given)	12	7	12	.	8	.	2	9	26
Cn1c(=O)c2c(nc(NCCO)n2C)n(C)c1=O	16	-3	7	7	2	1	18	3	-22
CCC(=O)N1c2ccc(S(=O)(=O)CCC(=O)NC3CCCC3)cc2CC1C (stereo not given)	-16	-4	3	4	7	4	3	6	17
Cn1c(=O)c2c([nH]c(=O)n2C)n(C)c1=O	-4	0	4	9	8	1	5	8	-31

Just CatS inh, ROCK2 blocker and PKA kinase inh, for two of the compounds above:
Compound | CatS inh | ROCK2 blocker | PKA kinase inh
Cc1cc(C(F)F)n2nc(C(=O)Nc3ccc(F)cc3F)nc2n1 | 0 | 3 | 8
Cc1cccc(OCc2nnc(SCC(=O)NCCc3ccccc3)o2)c1 | -6 | 2 | 4

Next results.
SMILES	RORa activator	CatB block	PKA kinase inh	ROCK2 blocker	E coli RNAP	JNK3 inh	AP complement	CatB mix inh	CatS inh
CCOC(=O)c1cc(NC(=O)Nc2ccc(OC)c(OC)c2)c(C)nc1C	6	0	-1	1	2	5	2	1	4
CN1CCc2nc(NC(=O)c3cccc(S(=O)(=O)N4CCc5ccccc54)c3)sc2C1	-11	1	-2	1	5	-6	9	-2	19
CCC(=O)Nc1c2c(nn1-c1ccc(F)cc1)CS(=O)C2 (stereo not given)	-4	3	10	-3	13	-2	8	2	-1
COc1ccc(-c2noc(CN(C(=O)C(C)(C)C)C(C)C)n2)cc1	39	2	1	0	8	2	0	4	-3
CCOC(=O)N1CCN(C(=O)CC(C(=O)N2CCc3ccccc32)n2ccnc2)CC1 (stereo not given)	3	2	6	4	-3	-4	14	-3	-3
CCOC(=O)c1ccc(-n2ncc(C(=O)OCC)c2N)cc1	26	3	9	5	7	-1	-6	0	-8
CSC1=NCCN1C(=O)c1ccc(S(=O)(=O)N2CCCCC2)cc1	13	1	3	3	9	2	6	-1	11
CCOC(=O)c1c(C)n(C)c2ccc(OC)c(NC(=O)CN3CCCCC3)c12	-4	2	-2	1	4	1	.	.	.
CCOC(=O)N1CCC(NC(=O)CCc2c(C)nc3c(c(C)nn3-c3ccccc3)c2C)CC1	4	2	3	6	6	1	2	2	14

Grouped by structure: the compounds so far containing a CF3 group
SMILES	RORa activator	CatB block	PKA kinase inh	ROCK2 blocker	E coli RNAP	JNK3 inh	AP complement	CatB mix inh	CatS inh
Cc1ccc(-c2cc(C(F)(F)F)n3nc(C(=O)N4CCCC4)cc3n2)cc1	-8	3	1	0	3	-7	19	-6	-4
Cc1cc(NC(=O)CSc2nc3c([nH]c4ccccc43)c(=O)n2-c2cccc(C(F)(F)F)c2)no1	20	-3	4	.	4	.	7	7	1
